# Assay outcomes from PubChem BioAssay.
# mHTT-CaM PPI inh: inhibitors of human mutant huntingtin-calmodulin interaction | P42858 | AlphaScreen His-mHTT/GST-CaM binding, luminescence | inhibition, % at 15 µM | 3.6% of 190,000 active;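 also: 0% = both proteins with DMSO and 100% = one protein alone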
# Pf apPOL inh: Pf-apPOL DNA polymerase inhibition | AID 1794808 | 0.25% of 210,000 active | inhibition, % at 10 µM | Recombinant Pf-apPOL, molecular beacon fluorescence, 1.5 h
# * = called active by the depositor; . = no result given; & = joins results of further samples. Rule as the data show it: active = inhibition above about 50%; inactive = the rest.
Molecule | mHTT-CaM PPI inh | Pf apPOL inh
CS(=O)(=O)N1CCN(C(=O)c2ccc3c(c2)ncn3-c2ccccc2)CC1 | -3 | -15
CCc1ccc(N2C(=O)C3N=NN(c4ccccc4CC)C3C2=O)cc1 (stereo unspecified) | 4 | -2
O=C(COc1ccc(N2C(=O)c3ccccc3NC2c2ccccc2)cc1)Nc1ccccc1 (stereo unspecified) | -4 | -10
O=C(CN1C(=O)CCCc2ccccc21)N1CCN(c2cccc(C(F)(F)F)c2)CC1 | 16 | -1
CC(C)=C1C2CCC1C1C(=O)N(c3sc4c(c3C(N)=O)CCCCC4)C(=O)C21 (stereo unspecified) | 6 | -4
CCc1nnc(NC(=O)c2sc3cc(C)ccc3c2Cl)s1 | -1 | 2
O=C(CCCN1C(=O)c2cccnc2C1=O)N1CCN(c2ccccc2)CC1 | 5 | -67
O=C(Nc1ccc2c(c1)OCO2)NC1(C(F)(F)F)Oc2ccccc2O1 | 14 | 4
COc1cc(C2SCC(=O)N2Cc2ccccc2)cc(OC)c1OC (stereo unspecified) | -1 | -5
Cc1ccc(-c2nc3ncccn3c2NC2CCCC2)o1 | 7 | -1
CCOc1ccc(N2COc3ccc(Cl)cc3C2)cc1 | 81* | -7
Cc1cccc(C)c1N(C)S(=O)(=O)c1ccc2[nH]cc(C(=O)N3CCCCCC3)c(=O)c2c1 | 22 | -9
O=C(COc1cc(Cl)ccc1Cl)Nc1ccccc1F | 0 | -2
CC(=O)NC(c1ccccc1)c1ccc2cccnc2c1O (stereo unspecified) | 100* | -1
Cc1nccn1-c1nc(-c2ccc(Cl)cc2)cc(C(F)(F)F)n1 | -4 | -4
O=C(Nc1ccc(F)cc1)c1c(O)c2cccnc2n(-c2cccc(F)c2)c1=O | -4 | -3
Cc1cc([N+](=O)[O-])nn1CCCC(=O)Nc1cc(Br)ccc1O | 4 | -4
CN1CCN(c2ncncc2N2CCC(C(=O)NCc3cccc(F)c3)CC2)CC1 | 5 | -4
O=[N+]([O-])c1ccc(Cl)cc1NCCNS(=O)(=O)c1ccc(Cl)cc1 | 36 | 0
COc1ccc(OC)c(/C=C2\SC(=O)NC2=O)c1 | -3 | 1
O=C(NCCCN1CCCC1)c1cc(Sc2ccc(F)cc2)nc2ccccc12 | 2 | -7
CCOC(=O)c1nn(-c2ccccc2)c2nc(Nc3ccccc3)c(C(C)=O)c(=O)n12 | . | 6&7
Cc1cc(O)c(C(=O)C=CN(C)C)c(=O)o1 | . | -1
Nc1nnc(COc2ccccc2F)s1 | -6 | 0
CCCCOc1ccc(C(=O)N2CCN(c3nc4ccncc4n(C)c3=O)CC2)cc1 | 2 | -8
COc1cc([N+](=O)[O-])ccc1-c1ccc(/C=C(\C#N)c2nc3ccccc3[nH]2)o1 | 3 | -2
COc1cc(C2C(=O)N(C3CCCCC3)CC(=O)N2Cc2cccs2)ccc1OC(C)C (stereo unspecified) | 11 | -4
CC(=O)c1cc2c(cc1NC(=O)C1CC3CCCN3C13C(=O)N(C)c1ccccc13)OCO2 (stereo unspecified) | -1 | 2
Cc1ccc(N2C(=O)S/C(=C\c3ccc4c(c3)OCO4)C2=O)cc1 | 2 | -8
CCNc1cc(N2CCC(CCC(=O)NCc3ccccc3F)CC2)ncn1 | 2 | -4

# The list goes on (3 carried over from the part before).
Molecule | mHTT-CaM PPI inh | Pf apPOL inh
CC(=O)c1cc2c(cc1NC(=O)C1CC3CCCN3C13C(=O)N(C)c1ccccc13)OCO2 (stereo unspecified) | -1 | 2
Cc1ccc(N2C(=O)S/C(=C\c3ccc4c(c3)OCO4)C2=O)cc1 | 2 | -8
CCNc1cc(N2CCC(CCC(=O)NCc3ccccc3F)CC2)ncn1 | 2 | -4
Cc1ccc(N2NC(=O)/C(=C\c3ccco3)C2=O)cc1Cl | -1 | -2
COc1ccc(C(C)=O)cc1OC(=O)c1cc2cccc(OC)c2oc1=O | -2 | 3
COC(=O)c1ccccc1S(=O)(=O)N1CCc2[nH]c3ccc(F)cc3c2C1 | . | -12
COc1ccc(C(=O)Nc2ccc(C(=O)O)cc2)cc1 | 3 | -9
NCC(O)COCC1COc2ccccc2O1 (stereo unspecified) | 3 | -6
Cc1ccccc1C(=O)Nc1cc(-c2cccnc2)no1 | -5 | 0
CN1c2ccccc2C(C)(C)C12C=Nc1c(ccc3ncccc13)O2 (stereo unspecified) | 26 | -1
O=C(N/C(=C/c1ccc(Br)cc1)C(=O)N1CCCC1)c1cccs1 | 11 | -1
COc1ccc(NC(=O)c2c(C)cc(C)cc2C)cc1Cl | -10 | -4
COc1ccccc1NC(=O)c1cc(S(=O)(=O)N2CCC(C)CC2)ccc1F | -1 | -5
Oc1oc(-c2ccc(Cl)cc2)nc1C=Nc1ccc(Cl)cc1Cl | 5 | 28
O=C1CNC(=S)N1Cc1ccccn1 | . | 2
COc1ccc(Br)cc1CN1C(=O)CCC1(C)C(=O)NCCC(C)C (stereo unspecified) | -10 | 0
CC(=O)CCS(=O)(=O)c1ccc(C)cc1 | . | -6
O=C(NC1CCN(C(=O)C2CCCC2)C1)C1CCCC1 (stereo unspecified) | 3 | 2
Cc1cc(=O)n(CC(=O)Nc2ccc3c(c2)OCO3)cn1 | 19 | 9
Nc1c2c(nn1CC(=O)NCCc1ccccc1)CSC2 | 9 | -6
COC(=O)c1cccc(C(=O)Nc2cccc(Cl)c2C)n1 | -3 | -2
CC(C)NC(=O)c1ccc(OCC2CCCN(C(=O)Cc3ccccc3F)C2)cc1 (stereo unspecified) | 2 | -1
COc1ccc(/C=C2\C=C(c3ccccc3)N(c3ccc(F)cc3)C2=O)cc1 | 53* | 5
CN(CC(=O)O)c1nc2ccc([N+](=O)[O-])cc2s1 | 16 | -6
COc1ccc(N2C(=O)CC(Nc3ccc(CCO)cc3)C2=O)cc1 (stereo unspecified) | 0 | -5
Cc1nc(C2CCCN2Cc2ccc(C)s2)n[nH]1 (stereo unspecified) | 3 | -5
CSc1ccccc1NC(=O)c1cc2nc(C)ccc2o1 | 1 | -27
Cc1c(C2CCN(C(=O)C(C)Oc3ccccc3)CC2)noc1N (stereo unspecified) | 8 | -1
c1ccc(C2Oc3ccccc3C3CC(c4cccs4)=NN32)cc1 (stereo unspecified) | 35 | 5
CCCC(=O)Nc1c2c(nn1-c1ccccc1C)CS(=O)C2 (stereo unspecified) | -4 | -1
O=C1CSC(c2ccccn2)N1c1cccc(Cl)c1 (stereo unspecified) | 0 | 0
O=C(O)C1Nc2cc(Cl)cc(Cl)c2C2C=CCC12 (stereo unspecified) | 99* | -1&-18
Cc1ccsc1/C=C1\N=C(c2ccc(Br)cc2)OC1=O | 2 | -5
CCN1CCN(c2nc3c(c(=O)[nH]c(=O)n3C)n2CCSc2nc3ccccc3o2)CC1 | 2 | -3
CCOc1ccccc1C(=O)Nc1ccc(Br)cc1F | -4 | -6
CCOc1ccc(NC(=O)c2cc3c(CO)cnc(C)c3oc2=N)cc1 | 8 | -7
CCC(=O)NCc1csc(C2CCCN(C(=O)COc3ccccc3)C2)n1 (stereo unspecified) | -3 | -6
CCN(CC)c1ncnc2c1ncn2C1OC(CO)C(O)C1O (stereo unspecified) | 2 | -1
Cc1cccc(N=c2oc3ccccc3cc2C(=O)Nc2nccs2)c1C | 4 | 0
Cc1ccc(NC(=O)c2cnn(-c3ccccc3)c2NC(=O)c2ccccc2F)cc1 | 0 | 2
NCC(c1cccs1)N1CCOCC1 (stereo unspecified) | 12 | .
N#Cc1cccc(C(=O)NC2CCN(C(=O)C3CCC3)C2)c1 (stereo unspecified) | -3 | -2
CC(C)n1c2ccccc2c2nnc(SCC(=O)Nc3ccc(Cl)cn3)nc21 | 9 | 2
C#CCSc1nc(N)c(C#N)cc1C#N | -9 | .
CCN1CCN(C(=O)C2CCN(c3nccnc3Sc3ccccc3)CC2)CC1 | 8 | 0
CC(C)NC(=O)c1ccc2ncnc(N3CCCCC3)c2c1 | 3 | -2
CCOc1ccc2nc(Cl)c(C3CC(c4ccccc4)=NN3C(=O)CCC(=O)O)cc2c1 (stereo unspecified) | -4 | 1
O=C(c1cccnc1)N1CCC(Oc2cc(N3CCCCC3)ncn2)C1 (stereo unspecified) | -1 | -4
CC(=O)c1ccc(NC(=O)c2noc3c2CC(C)CC3)cc1 (stereo unspecified) | -3 | -5
O=C(Nc1ccc2c(c1)C(N1CCOCC1)=Nc1ccccc1O2)C1CC1 | 8 | -1
COC(=O)Nc1cccc(NC(=O)OC)c1F | . | -7
O=C(c1ccsc1)N1CCN(C(=O)c2cccs2)CC1 | -2 | -6
CCn1cc(C(=O)NNC(=S)Nc2ccc(Cl)cc2)c(=O)c2cc(C(F)(F)F)ccc21 | . | 8
CC(C)C1C(=O)N(Cc2cn(Cc3ccco3)nn2)CCS(=O)(=O)N1Cc1ccc(-c2ccncc2)cc1 (stereo unspecified) | 23 | 0
O=C(NCCCN1CCCC1)C1CCCN(c2nccnc2Sc2ccccc2)C1 (stereo unspecified) | 6 | -2
Cc1ccc(Sc2nccnc2N2CCC(C(=O)NCCCN(C)C)CC2)cc1 | 0 | -6
Cc1ccc(/C=C2\N=C(c3ccc(Cl)c([N+](=O)[O-])c3)OC2=O)cc1 | 15 | -1
CCn1c(=O)c(-c2ccc(C(=O)Nc3ccc(F)c(F)c3)cc2)nc2cccnc21 | 4 | -5
CCN(C(=O)c1coc(=O)c2ccccc12)c1ccccc1C | -2 | -5
COC(=O)CNC(=O)N1CCOc2cc(C)ccc21 | -2 | -9
Cc1ccc(CNC(=O)c2cc(-c3ccc(Br)s3)nc3ccccc23)o1 | 96* | -6
Cc1ccc(CN(c2ccc(C(=O)N3CCCCC3)cc2)S(C)(=O)=O)cc1 | 14 | -4
Cn1nc(-c2ccccc2)cc1NC(=O)Nc1ccc(OC(F)(F)F)cc1 | . | -7&0

# The list continues:
Molecule | mHTT-CaM PPI inh | Pf apPOL inh
Cc1ccccc1NS(=O)(=O)c1cc2c(s1)CCN(C(=O)C1CC1)C2 | 1 | -4
CCCNC(=O)c1cccc(C2CCCN(C(=O)Nc3ccc(OCC)cc3)C2)c1 (stereo unspecified) | -2 | 3
CCOc1ccc(NC(=O)N2CCC3(CC2)NC(=O)c2cc(Cl)ccc2N3C)cc1 | -1 | -2
COc1ccc(C2CC(=O)N2C2(C(=O)Nc3c(C)cccc3C)CCCCC2)cc1OC (stereo unspecified) | 14 | -1
COc1ccccc1OCC(=O)Nc1ccccc1C(=O)O | -7 | -10
O=C(/C=C(/c1ccccc1)N1CCOCC1)c1ccc([N+](=O)[O-])cc1 | 28 | -5
COCCC1CCN(C(=O)C(C)Oc2ccc(Cl)cc2)CC1 (stereo unspecified) | -4 | -4
CN(C)CC1CN(C(=O)c2ccc(F)c(F)c2)CC12CCOCC2 (stereo unspecified) | -8 | -4
Cc1ccc2[nH]c(=O)c(-c3nc(C(C)(C)C)no3)c(O)c2c1 | 3 | 2
CCOc1ccc(C=NCC(O)c2ccccc2)cc1 (stereo unspecified) | 25 | -3
Cc1ccc(-c2noc(-c3ccc(=O)n(Cc4ccc(Cl)cc4)c3)n2)cc1 | -2 | -1
Cc1cc(C(=O)Nc2c3c(nn2-c2ccccc2)CCC3)nn1C | -2 | 0
COc1ccc(S(=O)(=O)Nc2ccccc2OC)cc1Br | -4 | 0
Cc1cc(OC(=O)c2ccc(F)c(F)c2)c([N+](=O)[O-])c(=O)[nH]1 | -4 | 2
O=C(CSc1ncccn1)NC1CCCCC1 | -6 | -4
CCOC(=O)N1CCN(c2nnc(SCC(=O)NCc3ccco3)s2)CC1 | -6 | -6
COc1ccc(Nc2ncnc3c2cnn3-c2ccc(C)cc2C)c(OC)c1 | 11 | -3
Brc1ccc(CSc2nnc3c(n2)[nH]c2ccccc23)cc1 | -6&12 | -1&3
Cc1cc(NCc2cccnc2)c2ccc(Cl)cc2n1 | 3 | 7
COc1ccc(-c2nnc(SCc3nc(N)nc(Nc4ccccc4)n3)o2)cc1 | -2 | -8
COC(=O)c1ccc(C(=O)N(CCc2cccs2)C2CC2)cc1 | -14 | -2
C#CCSC1=C(C#N)C(c2ccccc2[N+](=O)[O-])C(C(C)=O)=C(C)N1 (stereo unspecified) | 41 | -33
Nc1cc(=O)[nH]c(=O)n1CC12CC3CC(CC(C3)C1)C2 | 5 | -8
O=C(Nc1c2c(nn1-c1ccc([N+](=O)[O-])cc1)CSC2)c1ccccc1C(F)(F)F | 4 | -5
O=C1CC(N2CCN(c3ccccc3)CC2)C(=O)N1c1ccc(Cl)c(Cl)c1 (stereo unspecified) | -2 | -8
CC(=O)Nc1ccc2c(c1)nc(C)n2-c1ccccc1 | -5 | -2
COc1cc(NC(=O)CN2C(=O)C(c3ccccc3)=NC2(C)C)cc(OC)c1 | 7 | -11
Cc1nc(-c2cc(CO)no2)cs1 | . | -7
NS(=O)(=O)c1ccc(F)cc1 | 1 | 4
Cc1ccc(C(=O)C2=C(O)C(=O)N(c3ncccn3)C2c2ccc([N+](=O)[O-])cc2)o1 (stereo unspecified) | 28 | -14
CCOC(=O)c1c(NC(=O)c2ccccc2F)sc(C(=O)N2CCCCC2)c1C | -22 | -2
COc1ccc(CN2CCc3nc(Nc4ccc(OC)cc4OC)ncc3C2)cc1 | 7 | -11

# Seven compounds out of the list, sorted by SMILES length, low to high:
Molecule | mHTT-CaM PPI inh | Pf apPOL inh
O=C(CSc1ncccn1)NC1CCCCC1 | -6 | -4
CCOc1ccc(C=NCC(O)c2ccccc2)cc1 (stereo unspecified) | 25 | -3
COc1ccccc1OCC(=O)Nc1ccccc1C(=O)O | -7 | -10
CC(=O)Nc1ccc2c(c1)nc(C)n2-c1ccccc1 | -5 | -2
CCC(=O)NCc1csc(C2CCCN(C(=O)COc3ccccc3)C2)n1 (stereo unspecified) | -3 | -6
COc1ccc(-c2nnc(SCc3nc(N)nc(Nc4ccccc4)n3)o2)cc1 | -2 | -8
CCCCOc1ccc(C(=O)N2CCN(c3nc4ccncc4n(C)c3=O)CC2)cc1 | 2 | -8

# Not all compounds are listed; count on the stated rates, not on these rows.
